# miR122 inh: inhibitors of miR-122 in Huh7 cells | Huh7 miR-122 Renilla luciferase sensor, 48 h; neutral wells = 0, positive control = 100 | activation (reporter increase), % at 12.5 µM | 340,000 tested, 0.3% active;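 active means mean replicate activation score at least 90 and every replicate individually at or above 90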;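 further: higher luciferase means less miR-122 activity so hits act as miR-122 inhibitors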
# esBAF inh: blocks esBAF chromatin remodeling in mouse ES cells | AID 602393 | reporter increase, % at 12.5 µM | Bmi1-luciferase knock-in reporter, 24 h; 100% = twice the neutral-well signal | 350,000 tested, 2% active; in the data active means activation above about 40%;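 further: 0% = median of the plate's neutral control wells and 100% = double that signal; a rise in the Bmi1 reporter signal indicates esBAF inhibition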
# Cneo AK release: Cryptococcus neoformans lysis via adenylate kinase release | C. neoformans lysis, adenylate kinase release luminescence, 4 h; normalised: neutral wells 0, clomiphene wells 100 | lysis activity, % at 15 µM | 360,000 tested, 0.2% active | AID 651654;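 active means mean lysis activity across replicates of at least 80%, whatever share of replicates individually reach that level; inactive means mean lysis activity below 80%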
#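 Material – log-phase Cryptococcus neoformans yeast cells · Input – 5 × 10^6 yeast cells/mL · Medium – fresh YPD growth medium · Doses – single compound concentration per well · Timing – static 4 h at 37 °C with compound, 1 h detection · Detection – adenylate kinase release luminescence · Read-out – signal increase indicating cell lysis · Control set – Clomiphene as positive lysis control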
# ARNT TACC3 PPI: disruptors of human ARNT/TACC3 interaction; Q9Y6A5; AlphaScreen His-ARNT PAS-B/GST-TACC3 binding, luminescence; TACC3 fragment carries E629A point mutation; inhibition, % at 9.99 µM; 390,000 tested, 0.66% active; AID 623870;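 active means mean inhibition of replicates at least 50% and at least half of replicates each reaching 50%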;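 further: 0% = complete ARNT plus TACC3 wells and 100% = ARNT alone without TACC3; many hits fall short of the cut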
# ERp5 inh: inhibitors of human ERp5. inhibition, % at 9.99 µM. ERp5 insulin aggregation, absorbance 650 nm, 90 min. AID 651711. Q15084. 350,000 tested, 0.05% active;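 active means mean replicate inhibition above about 25%, with every replicate also reaching it, limit read from the data, passing the limit was not always enough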
# Target sequence (Q15084 whole entry, looked up): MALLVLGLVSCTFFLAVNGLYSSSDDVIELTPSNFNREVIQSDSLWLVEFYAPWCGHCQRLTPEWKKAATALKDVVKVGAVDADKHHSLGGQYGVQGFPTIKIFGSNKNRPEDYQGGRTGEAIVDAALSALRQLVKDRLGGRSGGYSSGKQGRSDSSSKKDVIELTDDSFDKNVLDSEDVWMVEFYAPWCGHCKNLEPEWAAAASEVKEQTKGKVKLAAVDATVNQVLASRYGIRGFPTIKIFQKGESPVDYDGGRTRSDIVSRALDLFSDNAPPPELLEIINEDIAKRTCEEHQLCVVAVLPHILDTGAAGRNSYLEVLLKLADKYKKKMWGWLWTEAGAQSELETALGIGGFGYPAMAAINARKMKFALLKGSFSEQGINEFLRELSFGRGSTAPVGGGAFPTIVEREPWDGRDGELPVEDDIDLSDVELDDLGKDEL
# Statin myotox sup: suppression of simvastatin myotoxicity | AID 602340 | C2C12 myotubes + simvastatin, ATP luminescence, 48 h; scaled: DMSO 0, geranylgeraniol control 100 | 330,000 tested, 0.78% active | rescue of ATP level, % at 7.49 µM;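 active means mean ATP rescue above about 67%, or every replicate alone reaching that limit, limit read from the data, passing the limit was not always enough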;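 further: myotubes were challenged with 10 µM simvastatin during compound exposure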
# SIRT5 inh: blocks human SIRT5 desuccinylation of peptide | Q9NXA8 | Purified SirT5, succinyl-peptide AMC, trypsin-coupled fluorescence | inhibition, % at 15 µM | 330,000 tested, 1.1% active | AID 652115; in the data active means inhibition above about 15%
# Target sequence (Q9NXA8 whole entry, looked up): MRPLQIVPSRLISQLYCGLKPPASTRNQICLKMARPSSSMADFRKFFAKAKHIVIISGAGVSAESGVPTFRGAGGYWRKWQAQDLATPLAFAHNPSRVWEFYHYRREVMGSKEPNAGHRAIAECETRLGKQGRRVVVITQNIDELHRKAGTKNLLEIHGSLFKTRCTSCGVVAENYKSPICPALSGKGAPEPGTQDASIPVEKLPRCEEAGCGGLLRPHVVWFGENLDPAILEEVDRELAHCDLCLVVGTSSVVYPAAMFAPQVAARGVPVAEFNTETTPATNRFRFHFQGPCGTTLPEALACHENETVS
# * marks the source's active call; other numbers are inactive results; . = no result given; [ ] = remark or other dose.
SMILES,miR122 inh,esBAF inh,Cneo AK release,ARNT TACC3 PPI,ERp5 inh,Statin myotox sup,SIRT5 inh
CCOC(=O)N1CCC(NC(=O)C2CCCN(C(=O)N3CCOc4ccccc43)C2)CC1 (stereo unspecified),0,3,-1,2,.,5,.
C[C@@H]1CN([C@@H](C)CO)C(=O)c2cc(NC(=O)NC3CCCCC3)ccc2O[C@@H]1CN(C)Cc1ccc2c(c1)OCO2,12[16.7 µM],2,47,-7,1,9,7
C[C@@H]1CCCCO[C@H](CN(C)C(=O)NC2CCCCC2)[C@@H](C)CN([C@H](C)CO)C(=O)c2cc(NC(=O)Cc3ccccc3)ccc2O1,0[16.7 µM],0,-3,-4,-1,.,2
Cc1ccc(N2C(=O)C(Cl)=C(N3CCCCCC3)C2=O)cc1,-3,29,-1,-5,2,-5,1
COc1cccc(N=Nc2c(=O)[nH]n3c(=O)cc(C)[nH]c23)c1,-5,3,.,23,.,94*,.
CSCCC(NC(=O)c1ccco1)C(=O)NC1CCC(C)CC1 (stereo unspecified),.,62*,-1,0,14,6,-13
O=C(NNC(=O)c1cc2ccccc2oc1=O)c1ccccc1[N+](=O)[O-],-5,0,6,-1,-2,-2,-2
COCC(=O)NC[C@H]1[C@H](c2ccc(C3=CCCC3)cc2)[C@@H](CO)N1C(C)=O,7[16.7 µM],-2,-1,-3,-1,11,-1
C=CCNc1nc(-c2cccs2)c(CC(=O)O)s1,-3,5,-1,-1,3,13,-1
O=C1CCCC2=C1C(c1ccc(O)c(O)c1)Nc1ccc3ccccc3c12 (stereo unspecified),3,.,4,6,0,.,2
Cc1cc(C)cc(N2C(=O)C3CCCN3C2=S)c1 (stereo unspecified),-1,3,5,-2,1,20,-3
COc1cc2c(cc1OC)CN(C(=O)COc1ccc(C#N)cc1)CC2,2,-2,1,.,.,-6,.
CCc1cc(C(=O)c2ccc(OC)cc2)c(NC(=O)CCC(=O)O)s1,-1,.,0,.,-5,.,-1
CCOC(=O)c1sc(NC(=O)C2CC2)nc1C,10,3,-3,-10,0,-11,.
CCOCCCNC(=O)CN1C(=O)c2ccccc2Sc2ncccc21,-5,-3,-3,-3,1,11,-4
O=c1cc(-c2ccncc2)oc2ccccc12,-4,-12,3,0,.,115*,.
CCS(=O)(=O)N1CCC(C(=O)NCc2ccc3c(c2)OCO3)CC1,.,.,.,-1,-1,.,3
N#Cc1cc2cc3c(cc2nc1SCC(=O)N1CCOCC1)OCCO3,-8,-58,-3,6,-3,-4,-5
CC(Sc1ccccc1)C(=O)NCC1COc2ccccc2O1 (stereo unspecified),4,.,-1,3,-1,12,-1
C/C=C/c1ccc(OCCCCOc2c(OC)cccc2OC)c(OC)c1,-6,.,-3,-17,7,.,-4
Cc1ccccc1NS(=O)(=O)c1cccc2nsnc12,-2,2,1,12,2,2,-9
COc1ccc2nc(C)cc(Nc3ccc(C)cc3)c2c1,-10,2,-4,13,2,-14,5
COc1cc(SC)ccc1C(=O)N(Cc1ccccc1)c1ccccc1,15,1,-5,19,-3,-1,2
NC(=O)c1nc(C(=O)N2CCN(c3ccccc3)CC2)c2ccccc2n1,.,-9,1,3,3,-12,0
COc1ccc(NC(=O)N(C)C[C@H]2Oc3c(NS(=O)(=O)c4cn(C)cn4)cccc3C(=O)N([C@@H](C)CO)C[C@H]2C)cc1,2[16.7 µM],1,18,17,-5,.,1
COc1ccc(S(=O)(=O)N2CCOCC2)cc1NC(=O)COc1ccc(C(C)=O)cc1OC,.,9,-3,-3,-2,8,-2
Cc1cc(C)nc(NC(=NCCc2c[nH]c3ccccc23)NC(=O)Nc2cccc([N+](=O)[O-])c2)n1,.,.,.,-6,10,.,0
Cc1ccc(NC(=O)NCC(c2ccccc2)N(C)C)cc1 (stereo unspecified),8,20,1,-5,5,16,0
CC(C)C(NC(=O)CCNC(=O)c1ccccc1Cl)c1nc2ccccc2[nH]1 (stereo unspecified),-6,8,-1,-2,-1,-10,-3
C=CCn1c(=O)c2ccc(C(=O)NCc3ccccc3)cc2n(Cc2ccc(Cl)cc2)c1=O,.,.,.,-4,3,.,0
Cc1noc(C)c1S(=O)(=O)N(C)C[C@@H]1Oc2ccc(NS(=O)(=O)c3ccc(F)cc3)cc2CC(=O)N([C@@H](C)CO)C[C@H]1C,-3[16.7 µM],-1,.,.,2,7,4
CCOC(=O)N1CCC2(CC1)C(C(=O)C13CC4CC(CC(C4)C1)C3)C2(C#N)C#N (stereo unspecified),-9,8,-2,-7,.,-8,.
CC1CC(C)CN(S(=O)(=O)c2ccc(NN)nc2)C1 (stereo unspecified),-2,-5,-2,19,2,19,-2
COc1cc(CNCCCN2CCOCC2)cc(Br)c1OCc1ccc(Cl)cc1,2,-24,4,6,-1,-96,-10
O=c1c2ccccc2ncn1Cc1ccc(Cl)c(Cl)c1,2,4,6,-4,-1,-1,-4
CCCC#Cc1ccc([C@@H]2[C@H](CO)N3CCCCN(S(=O)(=O)Cc4ccccc4)C[C@@H]23)cc1,-27[16.7 µM],-6,15,20,5,-106,4
CCC(=O)N1CC(C)C(=O)Nc2ccccc21 (stereo unspecified),-1,-6,2,-2,.,-2,.
Cc1cccc(-c2nnc(SCC(=O)Nc3ncccn3)n2C)c1,2,-8,-1,0,-4,11,-2
O=C(c1ccccc1)N1C[C@@H]2[C@H](c3ccccc31)[C@H](CO)N2C(=O)Nc1ccccc1Cl,29[16.7 µM],-6,48,0,-1,54,0
CCOC(=O)C(NC(=O)c1ccccc1Cl)(Nc1ccc(C(F)(F)F)cc1)C(F)(F)F (stereo unspecified),3,5,.,-11,.,9,.
CCn1ncc(N(C)N)c(Cl)c1=O,-1,4,-2,-11,3,89*,8
CCC(=O)Nc1ccc2oc(-c3cccnc3)nc2c1,3,.,-1,-1,-2,.,-15
COc1ccc(NC(=O)CS(=O)c2cccc(Cl)c2)cc1 (stereo unspecified),5,.,-1,-1,-1,.,2
Cc1ccc([C@H]2C[C@H](O)[C@@H](n3cc(C4CC4)nn3)CN2CC2CCCCC2)cc1,1,2,-1,.,0,10,-11
Cc1ccc(S(=O)(=O)N2CCN(C(=O)c3cc4c(C)nn(-c5ccccc5)c4s3)CC2)cc1,1,-2,2,-6,.,-5,.
Cc1ccc(-c2cnc(C(O)c3cccc(Cl)c3)[nH]2)cc1 (stereo unspecified),20,37,1,.,.,5,.
C/C(Cl)=C\Cn1c(=O)c2c(nc3n2CCS3)n(C)c1=O,-4,-8,10,3,.,3,.
C=CCn1cccc(/C=C/C(=O)c2ccc(C(C)(C)C)cc2)c1=S,8,23,.,-21,.,-25,.
COc1ccc(N(C(=O)C2COc3ccccc3O2)C(C(=O)NC2CCCCC2)c2ccccc2)cc1OC (stereo unspecified),-2,2,-3,-3,.,-6,.
CCn1c(SCC(=O)NNC(=S)Nc2ccccc2)nnc1-c1ccc(Cl)cc1,-2,.,.,2,0,.,13
O=C(c1ccccc1)N1CCCC(c2ccc(Cl)cc2)=N1,.,.,.,1,-2,.,0
CCCCn1c(SCC(=O)Nc2cc(NC(=O)c3ccco3)ccc2C)nc2ccccc2c1=O,15,0,-1,2,.,5,.
CC(=O)c1ccc(NC(=O)Cn2cnc(S(=O)(=O)N3CCCC3)c2)cc1,-5,3,-1,-3,.,15,.
CCCN1C(=O)C(NC(C)=O)c2cc(OC)ccc21 (stereo unspecified),-6,-4,-1,2,.,.,.
CCC(=O)N(C)C[C@H]1Oc2cc(C#Cc3cccnc3)ccc2S(=O)(=O)N([C@H](C)CO)C[C@@H]1C,11[16.7 µM],-8,-4,0,1,0,4
COC(=O)N/N=C(\C)c1ccc(Br)cc1,-2,6,0,0,.,.,.

# Screening data deposited in PubChem BioAssay by Broad Institute.
